Screening data: PubChem BioAssay, several laboratories
Myeloid diff MLP = myeloid differentiation induction. ER-HoxA9 myeloid progenitors, lysozyme-GFP differentiation, flow cytometry. calls only at 10 µM. 1% of 360,000 active. AID 624256;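 active = normalized GFP-positive differentiation at or above the plate's own cutoff, the solvent-only control mean plus 3 SD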;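 note: cells exposed to compound for four days before flow analysis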
LYP phosphatase = inhibitors of LYP phosphatase, biochemical, fluorescence intensity, uHTS (AID 1779) | inhibition, % at 11.5 µM; hits with a dose series show IC50 in µM | 0.054% of 290,000 active | recombinant LYP phosphatase, fluorescence intensity; higher % means a stronger effect;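 note: plate controls were vehicle with enzyme for no effect and no enzyme for full effect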
TNAP activation fold = stimulation of alkaline phosphatase TNAP activity – biochemical, luminescent, no phosphate acceptor, uHTS, primary screen (AID 1001) | purified TNAP, luminescent activation assay, no phosphate acceptor; higher activation fold means a stronger effect | activation fold at 20 µM; hits with a dose series show EC50 in µM | 0.03% of 200,000 active; in the data active = activation fold from about 3, or a potency from the dose series; inactive = the rest, 99 in 100 with activation fold below about 1.6; note: many of its hits are not listed in these tables
P. falciparum M1AAP = malaria alanyl aminopeptidase activity blockers – biochemical, fluorogenic H-Leu-NHMec substrate, 1536-well (AID 1445). recombinant M1AAP, H-Leu-NHMec fluorogenic kinetic assay; higher % means a stronger effect. inhibition, % at 30 µM, or IC50 in µM where a hit was titrated. 0.42% of 220,000 active;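 active = primary inhibition above the hit cutoff, then over 50% inhibition at one or more dose response concentrations, cut at about 23% in these data, passing the limit was not always enough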;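 note: plate controls were DMSO full reaction for no effect and no enzyme background for full effect; strong numbers were not always called active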
M17LAP inhibition = P. falciparum M17LAP inhibitors, primary screen, biochemical, fluorogenic H-Leu-NHMec substrate, 1536-well (AID 1619); recombinant M17LAP, H-Leu-NHMec fluorogenic kinetic assay; higher % means a stronger effect; one-dose inhibition, % at 30 µM; IC50 in µM for titrated hits; 0.38% of 220,000 active;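 active = compound inhibiting the enzyme by more than half at any dose during confirmatory dose-response retesting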;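 note: plate controls were full reaction with DMSO carrier for no effect and no enzyme background for full effect; strong numbers were not always called active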
XIAP antagonists = XIAP antagonists, biochemical, IAP family, fluorescence polarization (AID 1018); XIAP BIR domain, fluorescence polarization peptide displacement; higher % means a stronger effect; displacement, % at 20 µM, or IC50 in µM where a hit was titrated; 0.007% of 200,000 active; in the data active = displacement above about 50%; note: a part of the inactive calls stands beside numbers as strong as those of hits
ER stress rescue = rescue of cells from ER stress-induced death, primary screen, 384-well, CSM14.1, thapsigargin, ATP luminescence (AID 1222); CSM14.1 thapsigargin-induced death rescue, ATP luminescence; higher % means a stronger effect; cellular ATP content (survival), % at 20 µM; hits with a dose series show EC50 in µM; 190,000 tested, under 10 active;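 active = EC50 below 50 µM in the dose-response confirmation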;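 note: death triggered by thapsigargin at about 15 µM added after 2 h compound pretreatment; cell ATP read after overnight thapsigargin exposure of roughly 18 to 22 hours; normalized against plate controls of thapsigargin alone and 5% DMSO vehicle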
PMI inhibition = MPI inhibition at elevated mannose 6-phosphate – biochemical, fluorescence intensity, high mannose 6-phosphate, primary screen (AID 1220) | recombinant PMI enzyme, coupled fluorescence intensity; higher % means a stronger effect | one-dose inhibition, % at 20 µM; IC50 in µM for titrated hits | 0.66% of 190,000 active
human PMI inhibition = inhibitors of human PMI, primary screen, biochemical, fluorescence intensity, coupled assay (AID 1209); purified PMI enzyme, coupled fluorescence intensity; higher % means a stronger effect; inhibition, % at 20 µM, or IC50 in µM where a hit was titrated; 0.42% of 190,000 active;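 note: plate controls were DMSO vehicle for no effect and wells lacking substrate for full effect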
Myeloid diff MLP GFP+ MAC1+ % = recorded beside Myeloid diff MLP, whose call it bears; GFP+ MAC1+ double positive, %; measured here: differentiation confirmed by MAC1 staining
* marks the source's active call; other numbers are inactive results; i = inactive; · = not tested or not shown. Cut-off read from the data, not from the text of the source, unless noted: active = inhibition above about 50%; inactive = the rest. Rows were taken by chance (roughly 2.7% active in at least one column).

Structure,Myeloid diff MLP,Myeloid diff MLP GFP+ MAC1+ %,LYP phosphatase,TNAP activation fold,P. falciparum M1AAP,M17LAP inhibition,XIAP antagonists,ER stress rescue,PMI inhibition,human PMI inhibition
CN(C)N1C(N)=C(C#N)C(c2cccs2)C2=C1CC(C)(C)CC2=O (stereo not drawn),i,0.1,-6%,1.1,5%,5%,-2.1%,-7.5%,43%,16%
COc1ccc(-c2[nH]ncc2CN2CCC(N3CCSCC3)CC2)cc1F,i,0.1,-7%,0.7,4%,-7%,0.1%,-0.4%,·,·
c1cncc(-c2nnc(C3CCCCC3)o2)c1,i,0.5,-7%,1.1,-2%,-10%,0.5%,-1.1%,10%,2%
O=C(NC(C(=O)c1ccccc1)n1cnccc1=O)c1ccccc1 (stereo not drawn),i,0.5,1%,1.1,11%,5%,-1.1%,1.5%,-1%,3%
CCn1c(N)c(C(N)=O)sc1=S,i,1.1,-2%,1.1,-4%,11%,0.8%,·,6%,18%
CC1(OC(=O)c2ccc(Cl)nc2)C(=O)C=C2C=C3CCCN3C=C2C1=O (stereo not drawn),i,0.0,-7%,·,8%,-5%,·,·,·,·
Cc1ccc(NC(=O)c2c([N+](=O)[O-])c(C(C)(C)C)nn2C)cc1,i,0.1,-3%,1,0%,0%,-1.3%,-1.4%,3%,1%
Cc1cc(C(=O)CSc2nnnn2-c2ccc(O)cc2)c(C)n1Cc1ccc2c(c1)OCO2,i,1.1,7%,1.1,12%,-9%,-26%,-3.2%,13%,16%

Structure,Myeloid diff MLP,Myeloid diff MLP GFP+ MAC1+ %,LYP phosphatase,TNAP activation fold,P. falciparum M1AAP,M17LAP inhibition,XIAP antagonists,ER stress rescue,PMI inhibition,human PMI inhibition
C=CCc1ccccc1OCC(O)CNC (stereo not drawn),i,0.2,-10%,1.1,7%,5%,-4.0%,-1.3%,-1%,8%
CCCCN(C)C(=O)c1cc2cc3cc(OC)ccc3nc2o1,i,1.0,-9%,1.1,0%,-93%,-3.3%,·,16%,2%
CCO[C@H]1OC(C(=O)N2CCCCCCC2)=C[C@@H](c2coc3ccccc3c2=O)[C@@H]1CCCO,i,2.3,-8%,1,0%,-2%,-4.3%,2.0%,2%,-4%
O=C(c1cc(F)c(F)cc1Cl)N1CCOCC1,i,0.6,-14%,1.1,5%,-2%,-3.8%,-1.2%,-6%,-11%
CC(C)CC(=O)/C(=C\c1ccc(Cl)cc1Cl)n1cncn1,i,0.2,-1%,1.1,11%,9%,-6.8%,-2.7%,13%,8%
CCN(CC(=O)Nc1ccc2c(c1)OCCO2)S(=O)(=O)c1ccc(C)cc1,i,0.9,3%,1.1,15%,19%,-3.2%,-1.9%,-2%,3%
N#C/C(=C(/O)CN1CCOCC1)c1nc(-c2ccccc2)cs1,i,7.6,-3%,1.1,6%,38%,0.3%,-0.6%,-20%,-22%
O=C(Nc1ccccc1)/C(=C/c1ccccc1)NC(=O)c1ccco1,i,0.3,3%,1.1,0%,1%,-5.7%,0.1%,-3%,-5%

Structure,Myeloid diff MLP,Myeloid diff MLP GFP+ MAC1+ %,LYP phosphatase,TNAP activation fold,P. falciparum M1AAP,M17LAP inhibition,XIAP antagonists,ER stress rescue,PMI inhibition,human PMI inhibition
Nc1cc(N)nc(SCC(=O)N2CCCCC2)n1,i,1.0,-7%,1.1,1%,-11%,-5.9%,-0.5%,9%,11%
CC(=O)Nc1cc(-c2ccc(Cl)cc2)nn1-c1ccccc1,i,1.0,-4%,1.1,1%,-4%,-7.1%,-2.7%,2%,5%
O=C(Nc1cccnc1)c1ccccc1-c1ccccc1,i,0.9,-8%,1,0%,-4%,-3.2%,0.5%,·,·
COc1ccccc1N1CCN(C(=O)Nc2ccc([N+](=O)[O-])cc2)CC1,i,0.2,4%,1.1,13%,6%,-6.4%,1.5%,2%,2%
CNc1nc2c3ccccc3n(C(C)=O)c2s1,i,0.6,0%,1.3,3%,2%,-3.4%,-0.5%,0%,3%
CC(Sc1nc2ccccc2s1)C(=O)NCc1ccc2c(c1)OCO2 (stereo not drawn),i,0.9,-1%,1.1,4%,11%,-19%,0.3%,0%,7%
N#C/C(=C\c1cn(CCOc2ccccc2)c2ccccc12)C(=O)NCc1ccco1,i,1.2,-1%,1.1,3%,4%,-4.0%,1.9%,-1%,-8%
CCn1cc(C(=O)Nc2ccc(C)c([N+](=O)[O-])c2)cn1,i,0.4,-5%,1,10%,31%,-4.9%,-3.7%,5%,-6%

Structure,Myeloid diff MLP,Myeloid diff MLP GFP+ MAC1+ %,LYP phosphatase,TNAP activation fold,P. falciparum M1AAP,M17LAP inhibition,XIAP antagonists,ER stress rescue,PMI inhibition,human PMI inhibition
CCN(CC)S(=O)(=O)c1cccc(-c2n[nH]c(=S)n2/N=C/c2ccc(Br)cc2)c1,i,0.4,-1%,1.3,3%,5%,-1.3%,-2.5%,-8%,5%
COc1ccc(OC)c(CCNC(=O)CS(=O)(=O)Cc2nc(-c3ccccc3C)oc2C)c1,i,2.9,-1%,1.1,0%,9%,-13%,-1.4%,-34%,-29%
CCc1nc(C)cc(N)c1OCc1ccccc1,i,0.6,-4%,1,20%,0%,-23%,0.0%,9%,11%
O=C(c1oc2ccccc2c1CSCc1ccccc1)N1CCN(c2ncccn2)CC1,i,0.8,2%,1,-4%,3%,-3.8%,-0.1%,10%,7%
Cc1noc(C)c1CSc1nc2ccccc2n1C,i,0.5,-3%,1.1,4%,9%,1.3%,1.2%,-1%,4%
CC1CN(C(=O)C(c2ccccc2)c2ccccc2)CC(C)O1 (stereo not drawn),i,0.3,-2%,1,-4%,1%,0.1%,-1.8%,-5%,-4%
CC(C)(C)NCC(=O)N/N=C/c1ccc(OCc2ccccc2)cc1,i,0.1,-4%,1,4%,26%,-2.7%,-2.4%,-4%,-2%
Cc1cccc(N2C(=O)CS/C2=N\NC(=O)c2ccc(Cl)cc2)c1C,i,11,-3%,1.3,2%,-7%,-5.6%,0.1%,1%,1%

Structure,Myeloid diff MLP,Myeloid diff MLP GFP+ MAC1+ %,LYP phosphatase,TNAP activation fold,P. falciparum M1AAP,M17LAP inhibition,XIAP antagonists,ER stress rescue,PMI inhibition,human PMI inhibition
CN(Cc1cccnc1)Cc1c(C(=O)N2CCc3ccccc3C2)nc2ccc(Cl)cn12,i,0.3,-7%,1.1,4%,0%,-1.7%,5.6%,-2%,-3%
COc1cc(NS(=O)(=O)c2ccc(N)cc2)nc(OC)n1,i,3.0,1%,1.1,5%,0%,-4.3%,-2.1%,-8%,-11%
O=C(/C=C/c1ccc([N+](=O)[O-])cc1)NNC(=O)C1CC1,i,0.4,3%,1.2,3%,-9%,-7.2%,0.0%,0%,-3%
COc1cc2c(cc1OC)CN(C(=O)CSc1n[nH]c(N)n1)CC2,i,1.1,-10%,1,1%,3%,-7.7%,1.7%,5%,4%
CCN(CC)CCNC(=O)C1CCN(S(=O)(=O)N2CCCCC2)CC1,i,0.4,-7%,1.1,6%,8%,-0.3%,3.0%,18%,12%
O=C(CSc1ccc(Cl)cc1)c1ccco1,i,3.2,-3%,1,5%,7%,-3.5%,0.8%,6%,-6%
O=C1OC(/C(=C\Nc2ccc(F)cc2F)[N+](=O)[O-])c2ccccc21 (stereo not drawn),i,0.4,-25%,1.1,9%,1%,-2.2%,17%,-25%,-43%
CCN(CCCNC(=O)C1CCN(S(=O)(=O)c2cccc3nonc23)CC1)Cc1ccccc1,i,0.5,-5%,1.1,2%,14%,-5.3%,-2.1%,8%,13%

Structure,Myeloid diff MLP,Myeloid diff MLP GFP+ MAC1+ %,LYP phosphatase,TNAP activation fold,P. falciparum M1AAP,M17LAP inhibition,XIAP antagonists,ER stress rescue,PMI inhibition,human PMI inhibition
N#CC1=C(N)SC(N)=C(C#N)C1c1ccnc2ccccc12,i,1.6,-3%,1.1,14%,-26%,-3.8%,0.2%,-58%,-29%
CC1CCc2nn(CC(=O)NCCCN3CCOCC3)cc2C1 (stereo not drawn),i,1.0,-6%,1.1,1%,10%,-1.5%,·,8%,9%
O=c1[nH]c2ccc(NS(=O)(=O)c3ccc([N+](=O)[O-])cc3)cc2[nH]1,i,0.1,-5%,1,12%,-4%,-5.9%,-5.7%,10%,-2%
Cc1cccc(NC(=S)N(C)C2CCCCC2)c1,i,1.5,-2%,1.1,6%,-6%,-5.5%,-0.4%,6%,-3%
O=C(Nc1ccc2c(c1)CCC2)c1c(F)cccc1Cl,i,0.1,-1%,1.1,2%,-7%,2.7%,-0.2%,6%,-2%
O=C(Nc1ccccc1)c1sc(N2CCOCC2)nc1-c1ccccc1,i,0.7,-1%,1,7%,-7%,-0.6%,0.5%,12%,14%
CC(C)C(=O)NC(=S)Nc1ccc(CN2CCOCC2)cc1,i,0.3,-6%,1.1,8%,12%,-9.5%,-0.8%,3%,2%
C=CCn1c(SCC(C)=O)nnc1-c1ccc2ncccc2c1,i,0.7,-5%,·,1%,5%,·,·,·,·
O=C(COC(=O)C1CCN(S(=O)(=O)c2cccs2)CC1)c1cc2ccccc2o1,i,3.9,9%,1,3%,2%,-4.5%,·,-27%,-6%

Already shown: an excerpt of the list.
Structure,Myeloid diff MLP,Myeloid diff MLP GFP+ MAC1+ %,LYP phosphatase,TNAP activation fold,P. falciparum M1AAP,M17LAP inhibition,XIAP antagonists,ER stress rescue,PMI inhibition,human PMI inhibition
CCN(CC)CCNC(=O)C1CCN(S(=O)(=O)N2CCCCC2)CC1,i,0.4,-7%,1.1,6%,8%,-0.3%,3.0%,18%,12%
O=C(CSc1ccc(Cl)cc1)c1ccco1,i,3.2,-3%,1,5%,7%,-3.5%,0.8%,6%,-6%
O=C1OC(/C(=C\Nc2ccc(F)cc2F)[N+](=O)[O-])c2ccccc21 (stereo not drawn),i,0.4,-25%,1.1,9%,1%,-2.2%,17%,-25%,-43%
CCN(CCCNC(=O)C1CCN(S(=O)(=O)c2cccc3nonc23)CC1)Cc1ccccc1,i,0.5,-5%,1.1,2%,14%,-5.3%,-2.1%,8%,13%
N#CC1=C(N)SC(N)=C(C#N)C1c1ccnc2ccccc12,i,1.6,-3%,1.1,14%,-26%,-3.8%,0.2%,-58%,-29%
CC1CCc2nn(CC(=O)NCCCN3CCOCC3)cc2C1 (stereo not drawn),i,1.0,-6%,1.1,1%,10%,-1.5%,·,8%,9%
O=c1[nH]c2ccc(NS(=O)(=O)c3ccc([N+](=O)[O-])cc3)cc2[nH]1,i,0.1,-5%,1,12%,-4%,-5.9%,-5.7%,10%,-2%
Cc1cccc(NC(=S)N(C)C2CCCCC2)c1,i,1.5,-2%,1.1,6%,-6%,-5.5%,-0.4%,6%,-3%
O=C(Nc1ccc2c(c1)CCC2)c1c(F)cccc1Cl,i,0.1,-1%,1.1,2%,-7%,2.7%,-0.2%,6%,-2%
O=C(Nc1ccccc1)c1sc(N2CCOCC2)nc1-c1ccccc1,i,0.7,-1%,1,7%,-7%,-0.6%,0.5%,12%,14%
CC(C)C(=O)NC(=S)Nc1ccc(CN2CCOCC2)cc1,i,0.3,-6%,1.1,8%,12%,-9.5%,-0.8%,3%,2%
